# Compound activity: PubChem, National Center for Advancing Translational Sciences (NCATS)
# DRD3 agonist – D3 dopamine receptor (human) agonism; actives 0.58% (n = 410,000); max activation, %; D3R DiscoveRx beta-arrestin cells, luminescence, 90 min; AID 652048; in the data active means max activation above about 30%; further: 0% is about no effect; mostly tested at two doses, the higher about 12 µM
#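 Cells at 1500/well, incubated overnight, then treated with pinned compounds (dopamine as control) for 90 min at 37 degrees C. DiscoveRx reagent added for 30 - 60 minutes at room temperature; luminescence read.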
# aSyn yeast inh – alpha-synuclein toxicity inhibition in yeast. Yeast expressing alpha-synuclein, growth rescue, BacTiter-Glo, 24 h. actives 0.14% (n = 370,000). Potency, µM (series often up to 46.1 µM), for inactives: at the highest dose growth rescue (activation), actives largely listed as activators; further: potency means the concentration at half of the fitted maximal effect; % of control where 0% means no effect; nearly all actives have a fitted effect of over 65% in size
#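 Galactose-induced alpha-syn yeast (OD600=0.02, raffinose-pregrown) + pinned cpd, 24 hr, 30 deg C; growth by BacTiter-Glo luminescence. Growth restoration scores as activation.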
# TDP-43 yeast inh – inhibitors of TDP-43 toxicity in yeast | TDP-43 expressing yeast growth rescue, BacTiter-Glo, 24 h | Potency, µM (series often up to 46.1 µM), for inactives: at the highest dose growth rescue (activation), most hits filed as activators | actives 1.8% (n = 410,000) | AID 652104; further: potency means the concentration at half of the fitted maximal effect; % of control where 0% means no effect; nearly all actives have a fitted effect of over 50% in size
#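 Yeast expressing TDP-43 (pregrown in raffinose, seeded at OD600=0.02 in galactose medium) exposed to compounds 24 hr at 30 deg C. Growth read by BacTiter-Glo luminescence; rescue of toxicity appears as increased signal.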
# FUS yeast rescue – FUS proteinopathy suppression in yeast | actives 0.24% (n = 390,000) | S. cerevisiae FUS-expressing, growth rescue, OD600, 24 h | Potency, µM (series often up to 76.6 µM), without a hit: at the top dose growth rescue (activation), actives largely listed as activators;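 further: potency means the concentration at half of the fitted maximal effect; plate controls were DMSO vehicle for no effect and reference control for full effect; nearly all actives have a fitted effect of over 55% in size; some results filed as inactive show a strong effect at the top dose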
#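 Yeast FUS proteinopathy model; galactose-induced FUS (2%), starting OD 0.005. Cpds in dilution series, 24hr, 30C, 99% humidity. Abs 600 nm growth. Pos ctrl CP55940 (top 92uM final); neg ctrl DMSO.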
# EPAC2 antag – EPAC2 (human) antagonism. actives 0.18% (n = 360,000). AID 720708. Potency, µM (doses to about 114 µM), without a hit: top-dose activity, negative = inhibition, usual class: inhibitors. Q8WZA2. EPAC2 GEF exchange of Rap1B-BODIPY-GDP, fluorescence; further: potency means the concentration at half of the fitted maximal effect; on the % scale 0 is the no-effect control and ±100 the full control effect; nearly all actives have a fitted effect of over 45% in size; many of its hits are not listed in these tables
# Target sequence (Q8WZA2 whole entry, looked up): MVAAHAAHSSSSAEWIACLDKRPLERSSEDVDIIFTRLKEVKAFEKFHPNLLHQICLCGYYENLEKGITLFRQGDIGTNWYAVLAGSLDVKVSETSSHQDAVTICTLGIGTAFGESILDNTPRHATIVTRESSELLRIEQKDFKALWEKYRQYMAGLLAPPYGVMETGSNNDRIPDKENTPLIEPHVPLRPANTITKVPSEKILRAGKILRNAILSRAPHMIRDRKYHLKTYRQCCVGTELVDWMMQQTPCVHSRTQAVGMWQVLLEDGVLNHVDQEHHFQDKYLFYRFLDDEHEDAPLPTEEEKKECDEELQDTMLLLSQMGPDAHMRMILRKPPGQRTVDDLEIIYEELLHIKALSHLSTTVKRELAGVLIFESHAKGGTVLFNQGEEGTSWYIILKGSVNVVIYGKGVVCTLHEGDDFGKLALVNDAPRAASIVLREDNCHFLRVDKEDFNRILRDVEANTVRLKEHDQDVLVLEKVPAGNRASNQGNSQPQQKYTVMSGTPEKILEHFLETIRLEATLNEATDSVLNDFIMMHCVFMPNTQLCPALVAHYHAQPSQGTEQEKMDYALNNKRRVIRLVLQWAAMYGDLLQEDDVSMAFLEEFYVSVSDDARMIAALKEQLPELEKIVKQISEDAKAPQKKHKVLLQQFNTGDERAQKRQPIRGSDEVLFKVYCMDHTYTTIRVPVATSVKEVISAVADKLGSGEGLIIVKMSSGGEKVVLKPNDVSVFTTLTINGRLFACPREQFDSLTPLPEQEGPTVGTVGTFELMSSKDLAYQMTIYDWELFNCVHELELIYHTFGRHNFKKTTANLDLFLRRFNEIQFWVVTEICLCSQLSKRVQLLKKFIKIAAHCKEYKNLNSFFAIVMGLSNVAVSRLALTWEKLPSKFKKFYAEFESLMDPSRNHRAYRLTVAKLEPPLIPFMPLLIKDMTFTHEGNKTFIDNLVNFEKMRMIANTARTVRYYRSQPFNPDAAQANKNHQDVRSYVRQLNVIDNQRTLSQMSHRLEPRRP
# Abeta yeast res – restores growth of yeast expressing A-beta42 peptide. yeast expressing A-beta42, growth rescue, OD600, 48 h; response scale: 0% DMSO, 100% iron-clioquinol control. Potency, µM (doses to about 46.1 µM), for inactives: at the highest dose growth rescue, most hits filed as activators. actives 0.063% (n = 410,000). AID 1347071; further: potency means the concentration at half of the fitted maximal effect; nearly all actives have a fitted effect of over 55% in size
#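 Yeast A-beta toxicity model in growth medium with pinned compounds, 48 h at 30 C; growth read as absorbance at 600 nm. Normalized to FeCl3/clioquinol equimolar mix (positive) and DMSO (negative).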
# EPAC2 ag – EPAC2 (human) agonism | Q8WZA2 | EPAC2 activation, biochemical qHTS; response scale: 100% = 6.5 mM cAMP response | Potency, µM (highest dose often 154 µM), for inactives: at the highest dose activation, usual class: activators | actives 0.079% (n = 360,000) | AID 720711; further: potency means the concentration at half of the fitted maximal effect; nearly all actives have a fitted effect of over 50% in size
#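 Setup: EPAC2 100 nM, labeled Rap1B complex 250 nM, free GDP 50 uM. Compound titrations pinned in, brief spin, 5 min room temperature incubation. Kinetic fluorescence read over 30 min, normalized to 6.5 mM cAMP.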
# DRD3 antagonist – blocks the human D3 dopamine receptor. D3R cells, DiscoveRx beta-arrestin luminescence, antagonist mode; active compounds read low. max response, negative = inhibition, %. actives 2.5% (n = 360,000); in the data active means max response below about -50%; inconclusive means no clear call, values can overlap the other calls; further: on the % scale 0 is the no-effect control and ±100 the full control effect; mostly tested at two doses, the higher about 12 µM
#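 Cells expressing the human receptor were seeded at 1500 cells/well, incubated overnight at 37 degrees C in 5% CO2, then exposed to library compounds with dopamine controls for 90 minutes at 37 degrees C before luminescent detection.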
# The depositor's hits bear a star; ? = inconclusive; . = no result given; & = joins results of further samples; [ ] = dose if it differs, or a comment. Unless noted, the call rests on the fitted dose curve; in most records, active means well fitted curve in the direction sought with a large enough effect; inconclusive means small, poorly fitted or top-dose-only effect, or another doubt; inactive means no such curve, though single readings can be large; an effect the other way counts as inactive or inconclusive. An excerpt; count on the stated rates, not on these rows.
SMILES,DRD3 agonist,aSyn yeast inh,TDP-43 yeast inh,FUS yeast rescue,EPAC2 antag,Abeta yeast res,EPAC2 ag,DRD3 antagonist
CC(=O)Nc1cccc(-c2ccnc3c2CC(C(=O)Nc2ccc4c(c2)OCO4)O3)c1 (stereo not given),-15,0%,1%,-5%,0%,0%,5%,-55*
CCN1CCN(C(=O)c2c(-c3c(F)cccc3Cl)noc2C)CC1,1,-2%,-4%,-36%,6%,-13%,-8%,1
Cc1cccc(NC(=O)CSCC(=O)Nc2ccccc2C(=O)NC2CC2)c1,-5,-5%,-2%,18%,25%,-1%,-4%,-6
COc1ccc(S(=O)(=O)CCC(=O)N2CCN(c3ccccc3F)CC2)cc1,2,7%,24%,-3%,5%,-8%,4%,13
O=C(NNC(=O)c1ccc([N+](=O)[O-])cc1)c1ccc(Br)cc1,-4,10%,-14%,27%,6%,-1%,8%,-18
N/C(=N\OC(=O)Cc1ccccc1)c1ccncc1,-4,1%,1%,12%,0%,-13%,6%,-14
CC(=O)OC1CC2(C)C(=O)CCC2C2CCc3cc(O)ccc3C12 (stereo not given),-1,11%,-10%,-25%,-4%,1%,4%,-9
COc1cccc(C2(O)CC(C(F)(F)F)=NN2C(=O)c2ccccn2)c1 (stereo not given),3,3%,5%,-13%,2%,0%,-2%,5
CCO[C@H]1OC(C(=O)N2CCN(C)CC2)=C[C@@H](c2csc3ccccc23)[C@@H]1CCCO,-27,3%,-1%,-16%,6%,-11%,-5%,?
CC(C)=CCC[C@H](C)C[C@@H]1Cc2[nH][nH]c(=O)c2[C@H](c2ccc(Cl)cc2)O1,5,-3%,14%,23%,-23%,-16%,-14%,14
CCOc1ccc(-n2nc(CO)c(C(=O)NCc3cccnc3)n2)cc1,3,.,16%,2%,.,6%,.,.
C/C(=N\Nc1ccc(C(=O)O)cc1)c1ccc(Cl)s1,-9,14%,-4%,-28%,?,-12%,-4%,-7
CCC(C)Oc1nc(C)cc(C)c1S(=O)(=O)c1ccccc1C (stereo not given),11,-19%,3%,?,-21%,-3%,1%,0
CCO[C@H]1OC(C(=O)N2CCN(Cc3ccccc3)CC2)=C[C@@H](c2coc3ccccc3c2=O)[C@@H]1CCCO,8,-7%,4%,2%,3%,3%,4%,11
COc1ccc(C(=O)NCCS(=O)(=O)NCc2ccc(C)cc2)cc1,2,0%,-14%,-13%,1%,0%,5%,0
Cc1cccc(C)c1NC(=O)Cn1nnc(C(=O)NCc2ccc(F)cc2)c1N,7,.,24%,-13%,.,-2%,.,.
CCC(Oc1ccccc1)C(=O)Nc1ccc(OCc2cc(=O)n3ccccc3n2)cc1 (stereo not given),-12,.,17%,-4%,.,-18%,.,.
CCOC(=O)N1CCC(NC(=O)CC2C(=O)NCCN2Cc2ccccc2)CC1 (stereo not given),6,-4%,1%,.,19%,-7%,-13%,7
CCOc1cccc(C(c2c(C)n(C)n(-c3ccccc3)c2=O)c2c(C)n(C)n(-c3ccccc3)c2=O)c1OC,-1&17,2%,11%&1%,18%&19%,-1%,-1%&-15%,-2%,19
Cc1ccc(-n2ccnc(SCC(=O)NC3CCCC3)c2=O)cc1Cl,-8,-3%,-2%,18%,17%,3%,-2%,-13
CCCC(=O)Nc1sc2c(c1C#N)CC(C)(C)NC2(C)C,-4,1%,11%,-8%,8%,1%,14%,0
CCOC(=O)c1c(C)[nH]c(C)c1S(=O)(=O)NCCCN1CCOCC1,-7,0%,9%,4%,5%,-6%,8%,3
CCC1Oc2ccc(C)cc2N(CC(=O)NCc2ccc(F)cc2)C1=O (stereo not given),-2,.,20%,6%,.,-23%,.,.
CCSc1nnc(-c2ccncc2)n1Cc1ccccc1,-4,4%,-29%,7%,6%,-5%,5%,13
O=S1(=O)CCOC[C@H](Cc2ccccc2)N1Cc1ccc(Cl)cc1,12,18%,16µM*,16%,?,10%,11%,25
O=C(N/N=C/c1c[nH]c2ccccc12)c1cccc([N+](=O)[O-])c1,-10,-6%,9%,.,-1%,1%,-4%,?
C/C(O)=c1/c(=O)nc2cccc3c2=c1c1ccccc1c3=O,-1,-8%,-12%,41%,-3%,-12%,12%,-11
COc1cc(Cc2cc(OC)c(O)c(OC)c2)cc(OC)c1O,7,-4%,14%,-10%,-3%,4%,-1%,8
N#C/C(=C\c1ccncc1)c1ccc(NC(N)=O)cc1,-1,-6%,-7%,20%,-1%,2%,3%,-22
O=C1CCCC2=C1C1c3ccccc3C(=O)N1c1ccc(C(=O)c3ccccc3)cc1N2 (stereo not given),-4,17%,25%,?,-4%,5%,14%,?
C/C=C/C(=O)OCC(=O)Nc1ccc(C)c(S(=O)(=O)N(C)C)c1,-12,-3%,-10%,15%,4%,-6%,9%,1
Cc1ccc(NC(=S)N(CCN2CCOCC2)Cc2cc3cc4c(cc3[nH]c2=O)OCCO4)cc1,3,9%,0%,9%,?,6%,-1%,7
CCC(C)NC(C(=O)Nc1ccc(Cl)c([N+](=O)[O-])c1)c1ccccc1 (stereo not given),-5,-8%,25%,11%,-16%,29%,6%,-19
COC(=O)c1ccc(OCC(=O)c2cccc(OC)c2)cc1,4,4%,18%,.,11%,8%,-1%,11
Nc1cc(N2CCCCC2)c(Cl)cc1[N+](=O)[O-],-3,1%,13µM*,-5%,-9%,-2%,-2%,-28
COc1ccc(-n2cnc3cc(NS(=O)(=O)c4ccccc4)ccc32)cc1,5,-5%,-7%,-1%,-15%,18%,1%,-87*
CCc1nc2ccc(C(=O)NCCOc3ccc(OC)cc3)cn2c1N(CC)Cc1cccc(Br)c1,-10,-33%[inhibitor],7%,?,6%,-12%,8%,-13
CC(C)C(C)NC(=O)CN1C(=O)NC2(CCCCCC2)C1=O (stereo not given),-4,-2%,-21%,0%,-3%,4%,-1%,-8
COc1ccccc1N1CCN(c2ncnc3c2cnn3-c2ccc(C)cc2)CC1,17,.,22%,-16%,.,-12%,.,.
COc1ccc(S(=O)(=O)N2CCC(C(=O)N[C@@H](C)C(=O)NCc3ccco3)CC2)cc1,-7,4%,14%,-22%,-11%,5%,-19%,3
O=C1c2ccccc2C(=O)N1c1ccc(Br)c2cccnc12,0,3%,10%,-9%,-12%,-3%,9%,-1
COc1cccc(C(=O)Nc2ccc(-n3nncc3-c3ccccc3)cc2)c1,4,.,35µM*,?,.,-9%,.,.
O=C(Nc1ccnn1C1CCN(C2CCCC2)CC1)c1ccccc1Cl,-11,-5%,-18%,12%,4%,-11%,19%,-7
O=C(COC(=O)Cc1cccc(F)c1)NCCc1ccccc1,6,3%,?,.,4%,-18%,-7%,-14
COc1ccc(N2C(=O)c3ccc(NC(C)=O)cc3C2=O)cc1,2,1%,15%,17%,1%,5%,4%,-13

# Four compounds picked at random from the list so far, as already listed:
SMILES,DRD3 agonist,aSyn yeast inh,TDP-43 yeast inh,FUS yeast rescue,EPAC2 antag,Abeta yeast res,EPAC2 ag,DRD3 antagonist
Nc1cc(N2CCCCC2)c(Cl)cc1[N+](=O)[O-],-3,1%,13µM*,-5%,-9%,-2%,-2%,-28
COC(=O)c1ccc(OCC(=O)c2cccc(OC)c2)cc1,4,4%,18%,.,11%,8%,-1%,11
COc1ccc(S(=O)(=O)N2CCC(C(=O)N[C@@H](C)C(=O)NCc3ccco3)CC2)cc1,-7,4%,14%,-22%,-11%,5%,-19%,3
COc1ccc(N2C(=O)c3ccc(NC(C)=O)cc3C2=O)cc1,2,1%,15%,17%,1%,5%,4%,-13

# (list continues)
SMILES,DRD3 agonist,aSyn yeast inh,TDP-43 yeast inh,FUS yeast rescue,EPAC2 antag,Abeta yeast res,EPAC2 ag,DRD3 antagonist
CCn1cc(/C=N\NC(=O)c2ccc(Cl)cc2)cn1,-9,8%,10%,8%,13%,-3%,4%,0
O=C(C1CCC(CNc2nc(=S)[nH]c3ccccc23)CC1)N1CCN(c2ccc(F)cc2)CC1 (stereo not given),-1,-19%,?,32%,-9%,-37%[inhibitor],7%,-12
CCCCc1nc2sc3c(c2c(=O)n1NC(=O)c1ccco1)CC(C)(C)OC3,3,2%,-6%,-32%,-4%,-2%,6%,-8
COc1ncc(-c2ccc3c(c2)S(=O)(=O)c2cccc(C(=O)O)c2C3=O)cn1,7,-1%,15%,-5%,9%,-4%,8%,-22
COCCOC(=O)C1=C(C)NC(=O)NC1c1ccc(OC(=O)c2ccco2)c(OC)c1 (stereo not given),8,-2%,7%,20%,4%,8%,12%,15
CC(=O)Nc1cccc(-c2cc(C)c3cc4c(cc3n2)OCO4)c1,-2,3%,6%,29%,-1%,-16%,6%,7
CCOc1ccc(C(=O)N2CCC(c3ccncc3)CC2)cc1,-28,.,-6%[9.22 µM],-31%,.,-18%,.,.
Cc1sc(NC(=O)c2ccccc2)c(C(=O)c2ccccc2)c1C,-2,-38%[inhibitor],-15%,26%,0%,-14%,9%,5
Cc1cccc(C)c1NC(=S)N(Cc1cccs1)C1CCCC1,-4,11%,4%,-11%,3%,30%,10%,4
C/C(=N\NC(=O)c1cccc(Br)c1)c1cccnc1,0,-7%,-8%,-12%,7%,-2%,11%,-9
COC(=O)c1c(NC(=O)C2CCCCC2C(=O)O)sc2c1CCCCC2 (stereo not given),2,2%,1%,29%,-13%,-6%,5%,6
Cc1cc(NC(=O)C2CCN(S(=O)(=O)c3cnc[nH]3)CC2)ccc1Br,1,3%,-4%,8%,1%,?,-6%,1
C=CCNc1ncnc2c1cnn2-c1ccc(C)cc1C,2,-15%,?,-14%,1%,-2%,8%,-1
CN(C)S(=O)(=O)c1cc(NC(=O)Cn2ccsc2=N)ccc1Cl,-1,1%,6%,-26%,1%,5%,4%,-9
Cc1ccc(CN2CCC(CNC(=O)c3cnn(-c4ccc(C)cc4)c3C3CCN(C(=O)OC(C)(C)C)CC3)CC2)cc1,-9,.,-11%,38%,.,-17%,.,.
O=[N+]([O-])c1cccc(-c2noc3c2-c2nc(Cc4cccc5ccccc45)sc2CC3)c1,-5,2%,11%,-9%,3%,-10%,12%,24
CCN1CCN(Cc2ccc(NC(=O)Nc3cccs3)cc2)CC1,-12,-18%,-15%,16%,0%[57.1 µM],15%,-8%,-21
CSc1nc2ncncc2[nH]1,-9,6%,-10%,-40%,2%,-1%,-2%,-24
COc1ccc(S(=O)(=O)N2CC=C(c3ccccc3)CC2)cc1OC,-17,-2%,8%,-9%,-6%,-2%,15%,?
